Assay outcomes from PubChem.
TEAD-YAP block: TEAD-YAP interaction inhibition. HEK-TIYL cells, TEAD-Gal4/YAP UAS-luciferase luminescence. inhibition, % at 9.12 µM. hit rate 1.4% among 640,000. AID 1259422; in the data active = inhibition above about 32%;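 note: 0% = median of test compound wells and 100% = reference inhibitor wells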
MITF primary: human MITF inhibition, primary screen; O75030; AlphaScreen MITF homodimerization, bead proximity signal; inhibition, % at 2.6 µM; hit rate 0.91% among 650,000; in the data active = inhibition above about 50%;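 note: 0% = vehicle wells with protein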
Target sequence (O75030 whole entry, looked up): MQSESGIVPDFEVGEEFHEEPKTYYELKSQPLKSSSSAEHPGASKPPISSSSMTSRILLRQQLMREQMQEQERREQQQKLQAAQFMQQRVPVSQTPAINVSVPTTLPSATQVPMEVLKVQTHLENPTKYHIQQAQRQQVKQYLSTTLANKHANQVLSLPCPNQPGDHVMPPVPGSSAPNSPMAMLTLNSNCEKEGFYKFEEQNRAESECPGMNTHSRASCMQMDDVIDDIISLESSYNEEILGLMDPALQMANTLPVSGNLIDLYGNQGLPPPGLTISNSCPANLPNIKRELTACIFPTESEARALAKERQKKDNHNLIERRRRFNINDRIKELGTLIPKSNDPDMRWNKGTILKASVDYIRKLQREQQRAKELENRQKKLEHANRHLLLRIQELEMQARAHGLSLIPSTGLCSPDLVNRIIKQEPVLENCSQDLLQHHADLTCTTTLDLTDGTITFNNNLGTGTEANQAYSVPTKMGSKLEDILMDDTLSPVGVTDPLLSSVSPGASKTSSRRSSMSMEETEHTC
GPR151 ag: activates the human receptor GPR151 | activation, % at 11.2 µM | hit rate 1% among 650,000 | PathHunter beta-arrestin GPR151 cells, luminescence; in the data active = activation above about 4.9%;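 note: 0% = median of compound wells and 100% = cells with positive control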
Target sequence (Q8TDV0 whole entry, looked up): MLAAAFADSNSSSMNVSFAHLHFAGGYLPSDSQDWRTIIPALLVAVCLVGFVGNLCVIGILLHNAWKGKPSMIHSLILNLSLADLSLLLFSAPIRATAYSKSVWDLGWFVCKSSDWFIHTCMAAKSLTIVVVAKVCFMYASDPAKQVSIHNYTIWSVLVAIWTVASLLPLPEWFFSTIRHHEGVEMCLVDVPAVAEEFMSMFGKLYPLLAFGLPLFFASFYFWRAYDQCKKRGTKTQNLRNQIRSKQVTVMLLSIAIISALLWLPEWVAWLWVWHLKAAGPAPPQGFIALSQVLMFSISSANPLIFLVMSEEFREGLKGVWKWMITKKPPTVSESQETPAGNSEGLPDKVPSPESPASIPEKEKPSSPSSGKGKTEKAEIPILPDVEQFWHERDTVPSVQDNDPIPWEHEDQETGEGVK
FBW7 act: human FBW7 E3 ligase activation, primary screen | Q969H0 | AlphaScreen FBW7–phospho-cyclin E peptide binding, activator screen | normalized activity (activation), % at 26.1 µM | hit rate 0.13% among 650,000; in the data active = normalized activity above about 1.9%;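 note: purified mutant Fbw7 with reduced substrate affinity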
An asterisk follows results filed as active; . = not tested or not shown; & = joins results of further samples; ! = repeats disagree.

SMILES	TEAD-YAP block	MITF primary	GPR151 ag	FBW7 act
NC(=O)c1ccccc1Nc1cc(Oc2ccc(-n3cncn3)cc2)ncc1C(F)(F)F	-3	7	0.9	0.1
COC(=O)Cc1c(C)c2ccc(OCC(=O)OC(C)(C)C)c(C)c2oc1=O	10	-14	-1.1	0.2
O=C(Nc1ccnn1C1CCN(C(=O)c2ccc3c(c2)OCO3)CC1)C1CC1	8	-1	0.4	0.1
Cn1c(SCC(=O)Nc2nccs2)nnc1-c1ccncc1	8	0	-0.2	0.1
CCOc1ccc(C(=O)CCNC(C(=O)O)C(C)CC)cc1 (stereo unspecified)	0	15	0.3	0.5
CC(=O)c1ccc(-n2nnnc2SCC(=O)c2cc(C)ccc2C)cc1	-1	-3	1.7	-0.1
COC(=O)c1ccccc1NC(=O)CCCN1C(=O)c2cccc3cccc(c23)C1=O	0	14	-1.0	0.2
CCCN(CCC)CCCNC(=O)Cc1c(C(=O)O)[nH]c2ccc(Cl)cc12	1	9	-0.6	0.0
COc1cccc2c1OC1(CCN(C(=O)c3ccc(F)cc3)CC1)OC2	-3	-12	-0.3	-0.6
O=C(NCCC1=CCCCC1)c1c[nH]c2ccc(S(=O)(=O)N3CCC4(CC3)OCCO4)cc2c1=O	-7	2	-1.2	0.3
COc1ccc(CNC(=O)c2cnn3c(C)c(Cc4ccc(C)cc4)c(C)nc23)cc1	-1	-4	4.4	-0.1
CCCCC(=O)Nc1nnc(CCOC)s1	3	-7	-1.0	-0.1

Four compounds from above, reduced to GPR151 ag and FBW7 act.
SMILES	GPR151 ag	FBW7 act
CCCN(CCC)CCCNC(=O)Cc1c(C(=O)O)[nH]c2ccc(Cl)cc12	-0.6	0.0
COc1cccc2c1OC1(CCN(C(=O)c3ccc(F)cc3)CC1)OC2	-0.3	-0.6
O=C(NCCC1=CCCCC1)c1c[nH]c2ccc(S(=O)(=O)N3CCC4(CC3)OCCO4)cc2c1=O	-1.2	0.3
COc1ccc(CNC(=O)c2cnn3c(C)c(Cc4ccc(C)cc4)c(C)nc23)cc1	4.4	-0.1

Back to the main list; the 3 compounds before the break are reprinted first.
SMILES	TEAD-YAP block	MITF primary	GPR151 ag	FBW7 act
O=C(NCCC1=CCCCC1)c1c[nH]c2ccc(S(=O)(=O)N3CCC4(CC3)OCCO4)cc2c1=O	-7	2	-1.2	0.3
COc1ccc(CNC(=O)c2cnn3c(C)c(Cc4ccc(C)cc4)c(C)nc23)cc1	-1	-4	4.4	-0.1
CCCCC(=O)Nc1nnc(CCOC)s1	3	-7	-1.0	-0.1
COC(=O)C1=CCCCC(N2CCOCC2)=C1C(=O)OC	10	-11	-0.5	-0.1
Cc1cc(Nc2ccc(Oc3ccccc3)cc2)nc(-c2ccccc2)n1	5	11	-0.7	0.1
COc1cc2c(cc1OC)C(c1ccc(C#N)cc1)NCC2 (stereo unspecified)	-2	-11	-0.2	-0.1
COc1ccc(C2C(C(C)=O)=C(O)C(=O)N2Cc2cccnc2)cc1 (stereo unspecified)	8	-5	1.3	-0.1
CCc1ccccc1NC(=O)c1c(NC(=O)c2ccccc2)sc2c1CCC2	-5	-9	-0.5	-0.2
CC(=O)N1N=C(c2ccc(Cl)cc2)OC1(C)C	3	12	0.4	0.0
CC(C)n1c(/C=N/Nc2nc3ccccc3[nH]2)nc2ccccc21	37*	11	0.1	-0.2
CC1=CC2=NC(=O)/C(=C\c3ccc(OCCOc4cccc(C)c4)cc3)C(=N)N2O1	-25	10	-0.8	2.2*
CSc1ccc(/C=N/NC(=O)c2cc(-c3ccccc3)n[nH]2)cc1	10	2	1.1	0.0
COC(=O)c1ccccc1NC(=O)NCc1noc2ccccc12	0	-17	-0.8	-0.1
CCCCc1nc(N)c(C#N)c(-c2ccc(C)cc2)c1CCC	0	11	-1.1	0.1
CCOc1ccc(Nc2nnc(C(C)(C)C)c(=O)[nH]2)cc1	-18	1	0.1	-0.2
Nc1ncc(-c2ccco2)nc1N1CCC(C(=O)O)CC1	7	73*	0.5	-0.5
O=C(O)C1C2CCC(C2)C1C(=O)Nc1ccc(Oc2ccccc2)cc1 (stereo unspecified)	4	8	-0.7	-0.1
O=C(Cc1cccc(F)c1)Nc1ccc2c(c1)CCC2	-15	1	0.5	0.0
CCOc1ccc(C2N(c3ccc(OC)cc3)C(=O)C3CCCN32)cc1 (stereo unspecified)	-11	-14	0.4	0.0
COc1ccc(/C=C(\C#N)C(=O)Nc2ccccc2)cc1C	-18	6	-0.8	-0.1
COc1ccc(CN2CCN(S(=O)(=O)c3ccc(NC(C)=O)cc3)CC2)cc1	4	26	0.7	-0.2
COc1ccc(Cc2nnc(NC(=O)COc3ccccc3)s2)cc1OC	11	18	-0.3	0.1
COc1cc2sc(=NC(=O)c3cccc([N+](=O)[O-])c3)n(C)c2cc1OC	-8	17	-0.8	0.5
O=C(O)c1ccc2c(c1)C(=O)N(c1ccc(-c3nc4cc(N5C(=O)c6ccc(C(=O)O)cc6C5=O)ccc4[nH]3)cc1)C2=O	-9	8	0.4	-0.1
CCn1c(=O)[nH]c(=O)c2c(C(F)(F)F)cc(C(F)(F)F)nc21	-11	-3	3.9	0.3
O=C(N/N=C/c1ccccc1)NC1CCCCC1	-17	14	-2.0	0.1
C=CCOc1ccc(C2C(C#N)=C(N)N(N(C)C)C3=C2C(=O)CC(C)(C)C3)cc1 (stereo unspecified)	2	4	0.0	-0.3

Some of the entries so far, as labelled records.
SMILES: O=C(O)C1C2CCC(C2)C1C(=O)Nc1ccc(Oc2ccccc2)cc1 (stereo unspecified)
  TEAD-YAP block = 4 | MITF primary = 8 | GPR151 ag = -0.7 | FBW7 act = -0.1

SMILES: CCOc1ccc(C2N(c3ccc(OC)cc3)C(=O)C3CCCN32)cc1 (stereo unspecified)
  TEAD-YAP block = -11 | MITF primary = -14 | GPR151 ag = 0.4 | FBW7 act = 0.0

SMILES: COc1cc2sc(=NC(=O)c3cccc([N+](=O)[O-])c3)n(C)c2cc1OC
  TEAD-YAP block = -8 | MITF primary = 17 | GPR151 ag = -0.8 | FBW7 act = 0.5

Next section
SMILES	TEAD-YAP block	MITF primary	GPR151 ag	FBW7 act
Cc1c(C(=O)Nc2ccc3oc(-c4ccncc4)nc3c2)cccc1[N+](=O)[O-]	1	11	-1.6	0.2
COc1ccc(-c2noc(C3CCCN(C(=O)Cc4cccc(OC)c4)C3)n2)cc1 (stereo unspecified)	-14	-2	-0.2	-0.1
COc1ccccc1NC(=O)c1cc(S(=O)(=O)NC2CCCC(C)C2C)ccc1F (stereo unspecified)	5	19	-0.2	0.6
COc1ccc(O)c(/C=N/NC(=O)c2cncc(Br)c2)c1	81*	-41	-0.1	-0.1
O=C(CSc1nc2ccccc2o1)Nc1ccccc1[N+](=O)[O-]	-61	6	-0.6	-0.8
COc1ccc2c(c1)CC(c1nc3ccc(-c4cn[nH]c4)cc3[nH]1)NC2 (stereo unspecified)	25	25	0.4	0.0
O=C(Cn1c(=O)oc2cc(S(=O)(=O)NC3CCCC3)ccc21)NC1CCCC1	8	7	0.0	0.0
CC1CCN(S(=O)(=O)c2ccc(NC(=O)Cc3ccc(Cl)cc3)cc2)CC1	3	3	-0.6	0.4
CN(C(=O)c1cnc2scc(-c3ccc(Cl)s3)n2c1=O)c1ccccc1	9	2	1.0	0.0
CC(=O)c1c(C)oc2c(Br)cc(NS(=O)(=O)c3ccc(Cl)cc3)cc12	2	-1	-1.0	0.0
C=C1C2(C(=O)Nc3ccccc3F)CCC(C2)C1(C)C (stereo unspecified)	-1	3	0.7	0.1
CCN(CC)C(=O)c1c[nH]c2ccc(S(=O)(=O)N(CC)c3ccc(F)cc3)cc2c1=O	3	19	-0.2	0.0

As entered above.
Cc1c(C(=O)Nc2ccc3oc(-c4ccncc4)nc3c2)cccc1[N+](=O)[O-] in FBW7 act = 0.2
COc1ccccc1NC(=O)c1cc(S(=O)(=O)NC2CCCC(C)C2C)ccc1F (stereo unspecified) in TEAD-YAP block = 5
O=C(CSc1nc2ccccc2o1)Nc1ccccc1[N+](=O)[O-] in FBW7 act = -0.8

Going on with the list:
SMILES	TEAD-YAP block	MITF primary	GPR151 ag	FBW7 act
COC(=O)C1(Cc2ccccc2)NC(c2cccs2)C2C(=O)N(C)C(=O)C21 (stereo unspecified)	-1	8	-1.7	0.1
Cc1cccnc1NC(=O)C1Oc2ccccc2OC1C (stereo unspecified)	-7	-13	-0.3	0.2
Cc1cc(C)n(CC(=O)NNC(=O)CCC(=O)c2cccs2)n1	5	14	-0.3	0.1
CN1CCN(CC#CC=C(c2ccccc2)c2ccccc2)CC1	-13	5	0.3	0.5
O=C1C2C(c3ccccc3)C=CC(c3ccccc3)C2C(=O)N1C1CCCCC1 (stereo unspecified)	5	-1	2.1	-0.1
C=CCn1c(SCC(=O)Nc2ccc(C(=O)OC)cc2)nnc1-c1ccccc1O	27	12	0.9	0.0
CC1(Cc2ccc(Br)cc2)C(=O)OC(c2ccc(Br)cc2)C(C)(C)C1=O (stereo unspecified)	-6	5	1.1	0.0
Cc1nc(CCNCc2cc3ccc(F)cc3n(CCc3ccccc3)c2=O)n[nH]1	19	1	1.5	-0.1
N#C/C(=C\Nc1ccc2c(c1)OCO2)c1nc(-c2ccc3c(c2)OCO3)cs1	-5	8	2.1	0.1
C[C@@]12CCc3occc3[C@H]1CC[C@@]13C[C@@H](CC[C@H]12)[C@@](O)(CO)C3	11&12	-1&10	-0.6&-1.1	-0.2&-0.1
COc1ccc(S(=O)(=O)N(CC(=O)Nc2ccc(CC#N)cc2)c2ccc(Cl)cc2)cc1	2	-4	-0.2	-0.1
COc1ccc(-c2cc3nc(C)c(C)c(NCc4cccnc4)n3n2)cc1	-46	7	-1.1	0.2
O=c1[nH]c(-c2ccc(Cl)cc2)nc2c1oc1ccccc12	-13	-3	-0.3	0.0
O=C(/C=C/c1cccs1)NC1CCCCC1	-38	2	-0.4	0.2
COc1ccc(N2C(=O)C3C4CC5C6(C)CCCC(C)(C(=O)O)C6CCC5(C=C4C(C)C)C3C2=O)cc1 (stereo unspecified)	-8	-9	-0.7	0.5
FC(F)(F)c1cccc(OCc2nnc3n2CCC3)c1	1	-16	2.1	0.1
CCCCCCCc1ccc(C(=O)NNC(=O)C2CCC(CCCC)CC2)cc1 (stereo unspecified)	2	16	-0.3	0.2
Cc1nc2cccc(C(=O)NC3CCCCC3)c2o1	5	9	-0.4	-0.1
O=C(Cn1nc(-c2ccc3c(c2)OCCO3)ccc1=O)NC12CC3CC(CC(C3)C1)C2	7	20	0.5	0.0
O=P(O)(O)O[C@@H]1[C@H](O)[C@H](O)[C@@H](OP(=O)(O)O)[C@H](OP(=O)(O)O)[C@H]1O	.	54*!	3.2&-0.3	.
O=C(Cn1cnc2ccccc2c1=O)c1ccccc1	-14	9	0.8	-0.1
O=C(NC1CC1)c1ccc2c(c1)NC(=O)C(CSCc1ccc(Cl)cc1)N2 (stereo unspecified)	5	-6	1.1	-0.1
O=c1/c(=C/c2cn(Cc3ccc(Cl)cc3)c3ccccc23)sc2nc3cc(Br)cnc3n12	3	-17	0.2	0.3
Nc1c([N+](=O)[O-])cc(F)c(N2CCOCC2)c1Br	-11	17	1.8	-0.2
O=C(COc1ccc(Cl)cc1Cl)N/N=C/c1ccc([N+](=O)[O-])cc1	1	6	1.6	0.4
COc1ccc2c(c1)C[C@H](C(=O)Nc1ccc(-c3cn[nH]c3)cc1C(N)=O)NC2	1	15	-1.1	-0.1
Cc1ccc(N2C(=O)C(Cl)=C(N3CCOCC3)C2=O)cc1Cl	22	-16	-0.5	0.0
O=C(Cc1ccccc1)NNC1CC(=O)N(c2ccc(Br)cc2)C1=O (stereo unspecified)	-6	-4	-1.0	-0.1
O=C(CSc1nc2ccccc2s1)N1c2ccccc2Sc2ccccc21	-16	10	0.0	0.4
Cc1ccc(C)c(N2CCN(C(=O)CN3Cc4ccccc4C3=O)CC2)c1	7	-5	0.5	0.1
Cc1c(C(=O)N2CCN(c3ccc([N+](=O)[O-])cc3)CC2)sc2ncn(Cc3ccccc3Cl)c(=O)c12	3	7	-0.3	0.1
CN(C)c1ccc(C(=O)N2CCOCC2)cc1	5	7	-0.5	1.4
COc1cc(C(=O)NCC(=O)N/N=C(/C)c2cccc(O)c2)cc(OC)c1OC	4	-4	0.6	-0.1
COc1ccccc1CN1CCNC(=O)C1CC(=O)NCc1ccncc1C (stereo unspecified)	2	7	-0.4	0.0
N[C@H](Cc1ccc(Br)cc1)C(=O)N1CCC(Nc2ccc3cn[nH]c3c2)CC1	-10	12	-1.1	0.0
O=C(NCc1ccccc1)C1CC12CCN(C1CCSCC1)CC2 (stereo unspecified)	5	-4	1.2	-0.1
CN(C)c1ccc(/C=C/CN2CCc3nnc(CCNC(=O)C4CCCO4)n3CC2)cc1 (stereo unspecified)	-3	5	-1.3	-0.1
CCc1ccc(CNC(=O)CCn2nc(-c3ccc(C)cc3)ccc2=O)cc1	-6	1	0.6	-0.2
CCOc1ccc(NS(=O)(=O)c2ccc(NC(=O)C(NC(N)=O)C(C)C)cc2)cc1 (stereo unspecified)	7	4	0.5	-0.1
Cc1cccc(NC(=O)CCn2c(=O)[nH]c3ccsc3c2=O)c1	-1	0	0.6	0.0
O=C1c2ccccc2C(=O)N1Cc1ccc(Cl)c(Cl)c1	-7	-10	0.6	0.1
CCOc1cc2c(cc1OCC)C(c1ccccc1Cl)NCC2 (stereo unspecified)	3	2	-0.6	-0.3
CNC(=O)c1cc(S(=O)(=O)N2CCOCC2)c(Cl)cc1Cl	7	2	0.7	0.0
CCCCSCc1ccc(C(=O)O)o1	0	3	-0.8	0.1

Not a hit list (roughly 3.5% active in at least one column).
